NR2E3 ag-1 = agonists of human NR2E3 nuclear receptor; CHO-S Gal4-NCOR/VP16-NR2E3 two-hybrid, luciferase; inhibition of corepressor binding, % at 3.98 µM; AID 602229; hit rate 0.35% among 360,000;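 active means inhibition above the mean of all tested compounds plus 3 SD, cut at about 70% in these data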;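 further: 0% = DMSO with NR2E3 transfected cells and 100% = cells lacking NR2E3 construct; higher means lower luciferase signal from less NR2E3 corepressor binding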
Target sequence (Q9Y5X4 whole entry, looked up, the tested form may be a part): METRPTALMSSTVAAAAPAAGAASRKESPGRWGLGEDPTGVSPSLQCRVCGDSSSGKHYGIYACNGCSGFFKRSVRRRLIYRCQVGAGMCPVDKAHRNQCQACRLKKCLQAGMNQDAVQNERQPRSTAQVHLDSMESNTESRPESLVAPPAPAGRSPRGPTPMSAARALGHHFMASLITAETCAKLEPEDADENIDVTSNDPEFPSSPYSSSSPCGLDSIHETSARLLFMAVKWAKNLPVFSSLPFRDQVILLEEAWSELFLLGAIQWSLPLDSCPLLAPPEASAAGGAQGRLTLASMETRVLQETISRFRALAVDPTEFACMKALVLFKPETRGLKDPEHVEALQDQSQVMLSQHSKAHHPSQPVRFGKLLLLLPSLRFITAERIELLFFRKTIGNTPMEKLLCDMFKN
HIF-2a inh = inhibitors of HIF-2a. inhibition, % at 18.8 µM. hit rate 0.72% among 360,000. 786-0 RCC cells HIF-2a reporter, luciferase luminescence, overnight;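 active means inhibition of the luminescence signal of 40% or more relative to plate controls, in a single-dose primary screen at 18.75 µM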
CF NFkB inh = blocks PAF-induced NF-kB reporter in cystic fibrosis cells; KKLEB NF-kB-GFP reporter, GFP fluorescence overnight; inhibition, % at 5 µM; hit rate 0.86% among 360,000;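 active means at least 50% inhibition at 5 µM, scaled per plate between neutral and stimulator controls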;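 further: PAF is a Pseudomonas aeruginosa culture filtrate used as stimulus; plate controls were PAF-stimulated DMSO wells for no effect and unstimulated DMSO wells for full effect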
iPSC survival up = increases survival of single human iPS cells. hiPSC single-cell survival, ATPlite luminescence; 100% = ROCK inhibitor wells, 0% = DMSO. survival enhancement, % at 20 µM. hit rate 0.044% among 360,000. AID 602274; in the data active means survival enhancement above about 18%;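 further: cells exposed to compounds for 16 hours before the ATP read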
C8 TRAIL sens = sensitizes caspase-8 expressing cells to TRAIL; NB7+C8 cells + TRAIL, ATPlite viability luminescence; inhibition (viability loss, TRAIL sensitization), % at 10 µM; hit rate 1% among 360,000; AID 624354;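 active means compounds causing at least 50% loss of cell viability in the single-dose screen, relative to plate controls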
Shn3 inh set2 = reduces Shn3 3'UTR luciferase signal in osteoblasts. Clone20 osteoblast Shn3 3'UTR firefly luciferase, 24 h. AID 588674. inhibition, % at 12.5 µM. hit rate 0.52% among 360,000;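 active means mean inhibition of at least 75% with every replicate also reaching 75%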;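 further: 0% = median of neutral control wells and 100% = pilot-screen positive control compound; some compounds past the cut are filed as inactive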
MITF TRPM1 inh = MITF TRPM1 promoter inhibition in SK-MEL-5 cells. SK-MEL-5 TRPM1 promoter luciferase, 24 h. inhibition, % at 12.5 µM. hit rate 0.83% among 330,000. AID 488899;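 active means mean inhibition across replicates of 60% or more, whatever share of single replicates reaches that level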; further: values of inactives mirror those of a sister screen read the other way
LMP1 NFkB inh = Epstein-Barr LMP1 NF-kappaB reporter inhibition | LMP1-induced NF-kappaB luciferase reporter cells, luminescence | inhibition, % at 12.5 µM | hit rate 0.69% among 350,000 | AID 504558; in the data active means inhibition above about 41%;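 further: 0% = neutral control wells and 100% = reference inhibitor control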
KKLEB tox = counter-screen for CF NF-kB inhibitors: cytotoxicity; KKLEB CF airway cells viability, ATPlite luminescence, overnight; stronger effect = lower value; cells stimulated with P. aeruginosa culture filtrate; activity change (cytotoxicity), % at 5 µM; hit rate 0.36% among 360,000; AID 602141;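 active means corrected activity change at or below -50% at 5 µM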
Peg3 prom inh = inhibitors of Peg3 promoter; HeLa PEG-Prom luciferase reporter, luminescence, overnight; inhibition, % at 20 µM; hit rate 1.7% among 360,000; AID 588405;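 active means inhibition of at least 50% at 20 µM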
NR2E3 ag-2 = activates human photoreceptor nuclear receptor NR2E3. Q9Y5X4. hit rate 0.12% among 320,000. AID 2300. inhibition of corepressor binding, % at 4.78 µM. GST-NR2E3/biotin-RetCOR TR-FRET, 1536-well;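 active means percent inhibition above the cutoff of mean plus 3 SD of all tested compounds, set per screening campaign, cut at about 20% in these data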;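 further: 0% = DMSO wells and 100% = biotin wells as full block of FRET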
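System: GST-tagged NR2E3 plus biotinylated RetCOR corepressor; Amount: 1.35 nM GST-tagged NR2E3 final; Dosing: single nominal compound dose of 4.8 µM; Schedule: 5 h incubation at 4 °C; Technique: TR-FRET with europium anti-GST and streptavidin-D2, 340 nm excitation; Controls: biotin wells as high control, 0.6% DMSO wells as low control.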
An asterisk follows results filed as active; . = no result given.

molecule	HIF-2a inh	iPSC survival up	Shn3 inh set2	Peg3 prom inh	NR2E3 ag-1	CF NFkB inh	C8 TRAIL sens	KKLEB tox	MITF TRPM1 inh	NR2E3 ag-2	LMP1 NFkB inh
S=C1NNC2(NN1)C1CC3CC(C1)CC2C3	12	-0.3	-1	10	-28	-9	0	-2	9	0	-6
Cn1c2ccccc2c2c(C(=O)N3CCN(c4ccccn4)CC3)cn(C3CCCC3)c(=O)c21	27	5.7	-3	28	-2	-5	-2	-1	-5	-2	-3
CC(=O)NCCOc1cccc2cccnc12	-11	0.2	2	7	6	-7	-21	19	15	4	7
C/C(=N\Nc1ccc(Cl)c(C(=O)O)c1)c1cccs1	-26	0.8	4	-45	-54	-74	1	5	-15	0	-14
O=C(CN1C(=O)CCC1=O)Nc1cccc(NC(=O)CN2C(=O)CCC2=O)c1	19	-0.6	-9	3	-11	-17	-4	6	16	0	0
COc1ccc(OCC(=O)Sc2ccc(C)cc2)cc1	4	-2.5	7	11	-14	-13	-5	8	2	3	-13
Cc1ccc(S(=O)(=O)N2CCN(C(=O)CSCc3ccc(C(C)C)cc3)CC2)cc1	7	0.4	40	30	23	6	1	1	.	3	5
S=C(NC1CCCCC1)N(CCc1ccccc1)CCc1ccccc1	-6	-0.9	35	27	-31	35	-2	-18	-2	3	4
C#CCOCCOCCOCCNc1nc(N2CCOCC2)nc(N2CCN(C(=O)CCCCCCCCCCNC(=O)[C@@H](CCSC)n3cc(CCO)nn3)CC2)n1	9	-2.5	11	23	6	-26	13	21	-16	5	-3
Cc1cccc(OCCCC(=O)NNC(=O)c2ccccn2)c1	8	-0.3	29	23	10	13	2	6	8	4	29
CCc1ccccc1NC(=O)CN1CCN(CC(=O)Nc2ccc3c(c2)OC2(CCCCC2)O3)CC1	5	-0.5	-7	29	17	-12	4	7	16	.	15
Clc1ccc(-c2cc(COc3ccccc3)no2)cc1Cl	-238	2.4	1	-133	-36	-18	-10	3	8	0	4
Cc1ccc(C2=NNC(=Nc3ccc(F)cc3)SC2)cc1	-200	0.1	-38	-228	-77	-30	15	12	-20	.	-24
Cc1cc(=O)c2ccccc2n1CC(=O)NCc1ccccc1	18	-2.1	25	22	-14	-6	25	-10	18	8	3
COc1ccc(-c2cc3ccccc3n2CC(O)CN2CCN(CCO)CC2)cc1 (configuration not stated)	-3	-1.3	-5	-16	-10	-3	20	-4	-9	1	-7
COc1cccc(-c2nc(CS(=O)(=O)CC(=O)NCc3ccc(Cl)cc3)c(C)o2)c1	10	-4.3	-5	12	-22	5	2	6	.	-3	0
COc1cc2c(cc1NC(=O)c1cc(-c3ccccn3)nc3ccccc13)oc1ccccc12	-3	-0.5	12	34	-3	3	2	-2	-71	4	-29
OCc1cc(-c2ccc(Cl)c(Cl)c2)on1	-26	1.3	7	-23	-19	4	4	-1	-10	1	10
Cc1ccccc1OCCNc1ccc(C(F)(F)F)cc1[N+](=O)[O-]	-165	3.2	-5	-70	-41	-11	6	8	-8	3	-6
C[C@H](NC(=O)c1[nH]cnc1C(=O)Nc1ccc(CNC(=O)OC(C)(C)C)cc1)C(=O)OC(C)(C)C	23	-0.1	48	36	15	-7	45	0	-4	2	-1
CCc1nnc(NC(=O)CSc2nncc(=O)n2N)s1	-2	-0.2	-15	5	-30	8	-8	-4	7	2	-15
Cc1ccc(S(=O)(=O)N(C)CC(=O)NNC(=O)Cc2cccc(F)c2)cc1	-5	-0.5	-6	10	-22	-5	29	1	9	3	34
Cn1nnnc1SCC(=O)Nc1cc(S(=O)(=O)N2CCCCC2)ccc1Cl	12	1.6	18	6	0	-2	-4	12	10	.	-8
COc1ccc(CCNC(=O)CCc2ccc(OC)cc2)cc1	0	-0.4	-3	2	-41	-1	2	9	-9	-3	-6

An excerpt of these results, with values under each structure:
Screens in order – HIF-2a inh | iPSC survival up | Shn3 inh set2 | Peg3 prom inh | NR2E3 ag-1 | CF NFkB inh | C8 TRAIL sens | KKLEB tox | MITF TRPM1 inh | NR2E3 ag-2 | LMP1 NFkB inh
- S=C(NC1CCCCC1)N(CCc1ccccc1)CCc1ccccc1
→ -6 | -0.9 | 35 | 27 | -31 | 35 | -2 | -18 | -2 | 3 | 4
- C#CCOCCOCCOCCNc1nc(N2CCOCC2)nc(N2CCN(C(=O)CCCCCCCCCCNC(=O)[C@@H](CCSC)n3cc(CCO)nn3)CC2)n1
→ 9 | -2.5 | 11 | 23 | 6 | -26 | 13 | 21 | -16 | 5 | -3
- Cc1cccc(OCCCC(=O)NNC(=O)c2ccccn2)c1
→ 8 | -0.3 | 29 | 23 | 10 | 13 | 2 | 6 | 8 | 4 | 29
- CCc1ccccc1NC(=O)CN1CCN(CC(=O)Nc2ccc3c(c2)OC2(CCCCC2)O3)CC1
→ 5 | -0.5 | -7 | 29 | 17 | -12 | 4 | 7 | 16 | . | 15
- Clc1ccc(-c2cc(COc3ccccc3)no2)cc1Cl
→ -238 | 2.4 | 1 | -133 | -36 | -18 | -10 | 3 | 8 | 0 | 4
- Cc1ccc(C2=NNC(=Nc3ccc(F)cc3)SC2)cc1
→ -200 | 0.1 | -38 | -228 | -77 | -30 | 15 | 12 | -20 | . | -24
- Cc1cc(=O)c2ccccc2n1CC(=O)NCc1ccccc1
→ 18 | -2.1 | 25 | 22 | -14 | -6 | 25 | -10 | 18 | 8 | 3
- COc1ccc(-c2cc3ccccc3n2CC(O)CN2CCN(CCO)CC2)cc1 (configuration not stated)
→ -3 | -1.3 | -5 | -16 | -10 | -3 | 20 | -4 | -9 | 1 | -7

Carrying on:
molecule	HIF-2a inh	iPSC survival up	Shn3 inh set2	Peg3 prom inh	NR2E3 ag-1	CF NFkB inh	C8 TRAIL sens	KKLEB tox	MITF TRPM1 inh	NR2E3 ag-2	LMP1 NFkB inh
CC1CCCCN1CCNC(=O)CCc1nnc2n(Cc3ccccc3)c(=O)c3ccccc3n12 (configuration not stated)	0	-2.1	-3	4	-20	-6	-4	-4	-2	-1	-6
O=C(CSc1nnc(Nc2ccccc2F)s1)NC1CC1	-98	-0.5	-10	-68	-38	-20	-8	1	-17	-2	4
CCOC(=O)c1c(NC(=O)OC)sc(C(=O)N(CC)CC)c1C	6	-1.0	-5	14	-12	3	-6	14	2	3	-4
O=C(NCC1CC1)c1ccc(-c2cn[nH]c2)c2ccoc12	-75	43*	12	-46	-32	32	2	-46	.	.	.
CC(C)=CCN1CCN(Cc2nc(-c3ccccc3)cs2)CC1CCO (configuration not stated)	-9	0.1	-14	-8	7	7	-15	1	-5	0	2
COc1ccc(C(=O)CSc2n[nH]c(=O)n2Cc2ccco2)cc1	-48	2.6	-8	-55	-23	4	-7	3	-17	2	-3
COc1ccc(/C=C2\SC(=O)N(CC(=O)N(C)C3CCS(=O)(=O)C3)C2=O)cc1 (configuration not stated)	-24	0.2	-50	-40	11	-6	6	6	-6	-4	-3
CC(OC(=O)c1cccc(-n2cnnn2)c1)C(=O)Nc1ccccc1F (configuration not stated)	2	-0.2	7	3	7	-17	-15	-4	0	0	0
O=C(c1cc([N+](=O)[O-])ccc1Cl)N1CCc2ccccc21	10	0.1	5	15	-33	8	-3	0	9	0	-23
CC(=O)Nc1ccc(NC(=O)COc2cccc3c2OC(C)(C)C3)cc1	21	0.1	-17	19	1	-1	3	-5	2	1	4
CSc1cccc(CN2CCC(Oc3cccc(C(=O)N4CCCC4)c3)CC2)c1	11	-0.5	-2	8	8	12	-16	2	1	3	7
O=S(=O)(CCN1CCOCC1)c1ccc(Oc2ccc(S(=O)(=O)CCN3CCOCC3)cc2)cc1	2	-0.5	60	14	8	8	-12	6	5	5	-6
CCc1ccc(NC(=O)CCn2cccc2)cc1	-76	0.9	-18	-45	-14	-8	-2	8	-23	0	-14
N#Cc1sc2nc3c(cc2c1N)CCCC3	-94	-1.6	11	-58	-54	-7	6	7	-18	-1	-1
CCC(C)C(=O)Nc1nnc(-c2cccs2)s1 (configuration not stated)	-175	-0.6	-14	-163	-47	2	11	-2	-32	1	-13
CN1/C(=C\C(=O)C[n+]2ccc(C(=O)c3ccccc3)cc2)C(C)(C)c2ccccc21	21	-0.1	-10	11	11	1	55*	0	41	6	4
CCOc1ccc(C(=O)Nc2ccc(NC(=O)c3ccccc3)cc2)cc1Br	19	-0.6	3	13	0	-2	-5	4	-5	3	0
CCOc1ccc(N(CC(=O)NCCc2ccc(OC)cc2)S(C)(=O)=O)cc1	3	-1.2	5	-16	-40	-1	-3	0	1	-1	7
COc1ccccc1C(=O)NNC(=O)c1cccc(F)c1	-66	-1.7	8	-88	-112	-13	21	2	20	0	-11
CCN(CC)C(=O)CSc1nnc(-c2ccc(O)cc2)n1CC1CCCO1 (configuration not stated)	3	3.2	6	10	7	-9	-3	-3	-5	4	-9
O=C(CCCc1nc2ccccc2s1)Nc1ccccc1	-27	-0.3	0	-37	-12	-14	21	11	12	-3	-4
Cc1ccc(S(=O)CCNC(=O)Cc2ccc(Cl)cc2)cc1 (configuration not stated)	17	0.1	7	9	-7	15	-4	5	2	2	-8

Source: PubChem (several laboratories)

Not all compounds are listed (hit frequency here may not be typical).
